# Compound activity deposited in PubChem by several laboratories.
# PERK inh: human PERK inhibition, primary cell-based screen | Q9NZJ5 | CHO PERK-DD fusion, SEAP luminescence translation reporter | inhibition, % at 5.6 µM | actives 0.17% (n = 220,000) | AID 1416;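 active = inhibition above the mean inhibition of all tested compounds plus 3 SD, set separately per screening campaign, cut at about 2.9% in these data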;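 note: PERK kinase domain activated by AP20187 dimerizer at 100 nM; 0% = DMSO with dimerizer and 100% = rapamycin at 8.4 µM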
# Target sequence (Q9NZJ5 whole entry, looked up, the tested form may be a part): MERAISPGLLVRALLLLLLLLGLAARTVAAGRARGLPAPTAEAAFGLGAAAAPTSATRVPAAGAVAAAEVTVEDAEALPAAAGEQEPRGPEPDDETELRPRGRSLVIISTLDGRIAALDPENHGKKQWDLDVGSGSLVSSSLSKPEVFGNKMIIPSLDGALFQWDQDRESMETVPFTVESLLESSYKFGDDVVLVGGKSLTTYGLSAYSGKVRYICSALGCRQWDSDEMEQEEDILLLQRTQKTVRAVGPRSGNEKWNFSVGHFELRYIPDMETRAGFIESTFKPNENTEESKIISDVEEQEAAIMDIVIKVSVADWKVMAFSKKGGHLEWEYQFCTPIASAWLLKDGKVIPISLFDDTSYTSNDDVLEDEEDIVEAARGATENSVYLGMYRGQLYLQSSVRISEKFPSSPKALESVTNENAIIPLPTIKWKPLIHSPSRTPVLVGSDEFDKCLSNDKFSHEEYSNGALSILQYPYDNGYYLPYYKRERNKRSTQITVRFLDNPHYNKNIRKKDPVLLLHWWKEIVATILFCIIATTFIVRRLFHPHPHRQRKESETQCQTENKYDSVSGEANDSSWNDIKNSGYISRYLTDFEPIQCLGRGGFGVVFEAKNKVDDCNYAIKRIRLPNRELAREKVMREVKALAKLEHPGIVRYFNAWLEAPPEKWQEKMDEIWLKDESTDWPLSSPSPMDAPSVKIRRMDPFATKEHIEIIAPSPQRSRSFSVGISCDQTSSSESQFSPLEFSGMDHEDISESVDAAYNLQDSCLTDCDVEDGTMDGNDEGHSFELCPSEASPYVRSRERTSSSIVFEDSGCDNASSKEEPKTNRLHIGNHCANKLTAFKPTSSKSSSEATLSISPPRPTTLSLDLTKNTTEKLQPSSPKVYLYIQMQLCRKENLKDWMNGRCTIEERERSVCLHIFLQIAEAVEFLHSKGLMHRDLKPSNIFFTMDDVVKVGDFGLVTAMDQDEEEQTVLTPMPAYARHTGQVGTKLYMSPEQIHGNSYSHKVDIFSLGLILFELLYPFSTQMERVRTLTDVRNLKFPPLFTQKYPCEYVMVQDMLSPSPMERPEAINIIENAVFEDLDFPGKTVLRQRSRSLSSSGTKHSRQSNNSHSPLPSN
# FXIIa inh: blocks human coagulation factor XIIa protease activity | purified FXIIa, Boc-QGR-AMC fluorogenic substrate, 2 h | inhibition, % at 5 µM | P00748 | AID 800 | actives 0.3% (n = 220,000); in the data active = inhibition above about 40%;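 note: 0% = enzyme with no compound and 100% = blank without enzyme; many of its hits are not listed in these tables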
# Thrombin inh: inhibitors of human thrombin. P00734. inhibition, % at 5 µM. AID 1046. alpha-thrombin, Boc-VPR-AMC fluorogenic substrate cleavage. actives 0.26% (n = 220,000);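 active = inhibition at or above 40%; inactive = inhibition below 40%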;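 note: 0% = enzyme with no compound and 100% = wells without enzyme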
#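 System: human alpha-thrombin protein; Compound dosing: one concentration per compound, 5 µM, with 0.2% DMSO; Timing: reaction at room temperature; Technique: AMC fluorescence, 355/460 nm; Controls: enzyme without compound as high, wells lacking enzyme as low.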
# p97 ATPase inh: inhibitors of human p97 ATPase. inhibition, % at 8 µM. recombinant p97 ATPase, Kinase-Glo ATP luminescence, 3 h. P55072. actives 0.42% (n = 220,000). AID 1481; in the data active = inhibition above about 15%;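 note: 0% = DMSO vehicle and 100% = wells lacking enzyme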
# Furin inhibitor: human furin inhibition; purified furin, fluorogenic substrate cleavage; inhibition, % at 30 µM; actives 0.061% (n = 220,000); in the data active = inhibition above about 25%; note: inactives centre near -15
# FXIa inh: factor XIa (human) inhibition | purified FXIa, Boc-Glu-Ala-Arg-AMC fluorogenic substrate | P03951 | inhibition, % at 5 µM | AID 798 | actives 0.14% (n = 220,000);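 active = inhibition of at least 40%; inactive = inhibition below 40%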;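 note: fluorescence of freed AMC excited at 355 nm; 0% = enzyme without compound and 100% = no enzyme blank; many of its hits are not listed in these tables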
# KLK5 inh: inhibitors of human kallikrein 5; actives 0.59% (n = 210,000); recombinant hK5, fluorogenic AMC substrate cleavage; inhibition, % at 5 µM;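 active = inhibition of 40% or more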;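 note: 0% = enzyme controls without compound and 100% = no-enzyme blanks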
# KCC2 mod: KCC2 (human) Cl- transport modulation; Q9H2X9; KCC2 cells, thallium flux FluoZin-2 fluorescence; B-score of Tl+ flux slope (higher = more flux/activation; lower = inhibition) at 10 µM; actives 2.2% (n = 190,000); AID 1456;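 active = thallium flux slope and its plate-corrected score both differing from the plate sample mean at a set confidence after two filtering rounds, in either direction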;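 note: slope of fluorescence scaled to starting intensity during 10 to 20 s after thallium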
# Wee1 degr inh: inhibitors of human Wee1 degradation; reporter increase, % at 5 µM; P30291; HeLa Luc-Wee1K328M stability, luciferase luminescence; 100% = proteasome inhibitor MG132 effect; actives 1.2% (n = 220,000);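 active = activation above the mean of all tested compounds plus 3 SD, set per screening run, cut at about 8.8% in these data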;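 note: cells exposed to compound for 20 h before luminescence read; 0% = DMSO alone and 100% = MG132 at 30 µM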
# The depositor's hits bear a star; · = no result given; [ ] = another dose, or the depositor's remark.
no.	smiles	KLK5 inh	KCC2 mod	Wee1 degr inh	PERK inh	p97 ATPase inh	FXIa inh	FXIIa inh	Furin inhibitor	Thrombin inh
1	COc1ccc(NC(=O)COC(=O)C23CC4CC(CC(Cl)(C4)C2)C3)c(OC)c1	-1	1.9	-3	0.9	-5	0	12	-22	-3
2	Cc1c(C=O)c2ccccn2c1C(=O)c1cccs1	1	-1	-1	-0.7	-1	-1	10	-19	-3
3	COc1ccc(N=C2NC(=O)CS2)c([N+](=O)[O-])c1	0	0.3	-1	-0.4	-6	-7	-1	-1	-4
4	CN(C)c1cc[n+](CC(=O)N2CCCc3ccccc32)cc1	-19	0.32	-4	1.2	1	-8	1	-20	-2
5	CCN1CCN(c2cc(C)c3cc(NC(=O)c4ccccc4F)ccc3n2)CC1	-7	0.15	-2	-0.5	3	6	14	-56	1
6	CCn1c(SCC(=O)NC)nnc1C(C)C	-3	-0.22	-3	0.3	-4	9	16	-26[20 µM]	0
7	COc1cccc(C2=NOC(C(=O)N3CCOCC3)C2)c1 (stereo unspecified)	3	0.95	3	0.8	7	17	4	-14	-6
8	Cc1cc(NC(=O)NC(C(F)(F)F)C(F)(F)F)no1	14	0.17	-1	1.9	2	0	10	-33	-2
9	COc1cccc(N2CCN(Cc3nc4ccccc4c(=O)[nH]3)CC2)c1	-7	0.28	4	0.5	3	3	20	8[20 µM]	3
10	Cc1cccc(NC(=O)c2cc3cc([N+](=O)[O-])ccc3s2)n1	-16	-0.81	0	1.1	0	-8	-3	-11	-3
11	CC(=O)c1ccc(NC(=S)NNC(=O)c2ccccc2[N+](=O)[O-])cc1	-21	-0.1	2	0.8	2	-2	8	-26	3
12	COc1ccc(NC(=O)NCCCN2CCN(c3cc(C)ccc3C)CC2)cc1	1	-0.58	-1	-1.4	-2	-2	9	-21	0
13	c1ccc(COn2c(-c3ccccc3)nc3c2CCc2nonc2-3)cc1	0	·	0	1.4	-2	9	15	-5	3
14	COc1ccc(-c2[nH]c(-c3ccc(C)cc3)nc2SCC(=O)Nc2nccs2)cc1	-5	-0.14	-1	0.1	5	24	31	-18	1
15	C(=N\NC1=Nc2cccc3cccc1c23)/c1ccccc1	-5	-0.054	8.9*	0.0	6	6	7	-22	-4
16	Clc1cccc(-c2ccc(C=Nc3ccc(N4CCOCC4)cc3)o2)c1Cl	-1	0.73	-1	-1.2	-2	-5	9	-13	-7
17	CCN(CC(O)CON=C1c2ccccc2-c2ccccc21)S(=O)(=O)c1ccc(C)cc1 (stereo unspecified)	-5	-0.25	-3	-0.4	-7	-1	1	-16	-5
18	CC1CCN(CC(=O)Nc2ccccc2C#N)CC1	23	-0.01	0	0.6	-2	14	24	-20[20 µM]	43*
19	Cc1ccc(S(=O)(=O)NC(C)C(c2cccs2)N2CCOCC2)cc1 (stereo unspecified)	-2	-0.48	-1	-0.4	-6	14	17	-9	3
20	O=C(O/N=C/c1ccc2c(c1)OCO2)c1ccc([N+](=O)[O-])cc1	-3	0.12	3	0.2	0	-2	13	-28	-7

# Reformatted: entries from further up
# Every second line gives: KLK5 inh	KCC2 mod	Wee1 degr inh	PERK inh	p97 ATPase inh	FXIa inh	FXIIa inh	Furin inhibitor	Thrombin inh
8) Cc1cc(NC(=O)NC(C(F)(F)F)C(F)(F)F)no1
 : 14	0.17	-1	1.9	2	0	10	-33	-2
9) COc1cccc(N2CCN(Cc3nc4ccccc4c(=O)[nH]3)CC2)c1
 : -7	0.28	4	0.5	3	3	20	8[20 µM]	3

# Additional structures:
no.	smiles	KLK5 inh	KCC2 mod	Wee1 degr inh	PERK inh	p97 ATPase inh	FXIa inh	FXIIa inh	Furin inhibitor	Thrombin inh
21	COc1ccc(C(=O)N2CCC(C(=O)O)CC2)cc1	3	0.53	2	0.3	2	9	16	-28[20 µM]	1
22	COc1ccccc1S(=O)(=O)Cc1ccc(C(=O)NCCN2CCCC2)o1	-4	-0.078	-3	0.6	1	-9	5	-20	-11
23	O=C(CN(c1ccc(F)cc1)S(=O)(=O)c1ccccc1)NCc1ccco1	9	-0.12	-4	0.2	-2	5	9	-21	0
24	O=C(NCCCN1CCN(c2cccc(Cl)c2)CC1)C1(S(=O)(=O)c2ccc(Cl)cc2)CC1	-13	0.13	-1	-1.7	-6	2	13	-13[20 µM]	3
25	COC(=O)C(NC(=O)C(C)NC(=O)OCc1ccccc1)C(C)C (stereo unspecified)	-2	0.96	2	1.9	5	-1	4	-23	-7
26	Cc1ccc(-c2nnc(SCC(=O)N/N=C/c3ccccc3C(=O)O)n2-c2ccc(C)cc2)cc1	2	0.11	-1	0.1	-1	3	7	-32	-8
27	Oc1ccc(-c2[nH]ncc2-c2cnn(-c3ccccc3)c2)c(O)c1	1	0.17	0	0.4	7	-1	·	-24	-4
28	Cc1nnc(NC(=O)c2csc3c2CCCC3)s1	-4	0.056	0	-0.2	2	-2	2	-9	·
29	OCCC1CN(Cc2cn[nH]c2C2CCCCC2)CCN1C1CCCC1 (stereo unspecified)	1	0.069	0	1.1	2	-3	4	-24	-9
30	CC1=CC(=C(C#N)C#N)C=C(C)N1Cc1ccc(Cl)cc1	·	-0.44	4	0.7	3	2	11	-27	-4
31	COc1cc(CC(=O)OCC(=O)Nc2ccc3c(c2)OCO3)cc(OC)c1OC	0	·	-2	1.0	6	-4	3	-21	0
32	COCCSc1ccccc1C(=O)N1CCN(c2ccccc2)CC1	-2	-0.021	1	-0.4	1	-5	7	-26	-12
33	Cc1ccc(-c2cc(C(=O)Nc3ccc4c(c3)OCCO4)c3ccccc3n2)cc1	-12	·	1	-0.5	-4	-3	3	7[20 µM]	-8
34	O=C(Cc1ccccc1)N1CCC(O)(c2cccnc2)CC1	-13	0.18	0	-1.0	0	-3	9	-11[20 µM]	0
35	C=C1SC(=Nc2ccccc2Cl)N(C(=O)c2sc3ccccc3c2Cl)C1(C)C	-5	-2.3	-2	-0.1	-13	0	5	-3	-2
36	CCOC(=O)CCc1c(C)c2ccc(OCc3ccc([N+](=O)[O-])cc3)cc2oc1=O	3	·	-3	2.2	0	2	11	-9	-1
37	FC(F)(F)c1cnc(N2CCCN(C(=S)Nc3ccccc3)CC2)c(Cl)c1	-5	·	3	-0.1	5	1	-1	-7	-9
38	COc1ccccc1N1CCN(C(=O)C2CCCCN2S(=O)(=O)c2ccc(C)cc2)CC1 (stereo unspecified)	-2	-1.4	2	-2.4	-2	0	7	-15	-3
39	COCCCNC(=S)NCCCNc1nc2cc(C)cc(C)c2cc1C#N	-5	0.32	3	-0.6	-1	-7	-5	-9	0
40	O=C(CCCSc1ccccc1)Nc1nc(-c2ccco2)c(-c2ccco2)s1	-51	-0.053	-1	-0.8	-1	-12	-12	-6	-9
41	COc1cc(/C=C(/NC(=O)c2ccccc2)C(=O)N2CCN(C)CC2)c([N+](=O)[O-])cc1OC	40*	-0.24	4	0.0	2	5	10	-7	19
42	Clc1ccc(/C=N/Nc2ncnc3ccccc23)cc1Cl	4	-0.17	4	-0.3	3	4	-1	-12	3
43	N#Cc1ccc(CSCC(=O)O)cc1	-21	·	-2	-0.2	4	1	8	-25	6
44	C[N+]1(CC2COC3(CCCCC3)O2)CCCC1 (stereo unspecified)	-14	-0.072	-3	0.3	1	10	20	-14	-7
45	O=C1OCC2=C1C(c1ccccc1)CC(=O)N2c1ccc(F)cc1 (stereo unspecified)	·	0.58	4	2.0	-1	0	8	-34	-2
46	COc1ccc(NS(=O)(=O)c2cccc(NC(=O)COc3ccc(OC)cc3)c2)cc1	12	-3.8	-2	-0.3	-2	2	8	-3	2
47	C=CCc1cc(Cl)ccc1OCCOCCNCCOC	-16	0.45	-2	-0.2	0	14	14	-6	-7
48	COc1ccc(-c2csc3ncn(-c4ccccc4)c(=O)c23)cc1OC	-3	·	1	0.4	3	-3	6	-21	-7
49	Cc1cc(NS(=O)(=O)c2ccc(NC(=O)c3ccco3)cc2)no1	2	·	-1	1.9	-4	4	3	-9	2
50	CC(C)c1ccc2[nH]c(O)c(N=NC(=O)c3ccc(CSc4nncn4C)cc3)c2c1	-2	-0.78	4	1.2	1	10	6	-16	-2
51	CC[n+]1c(/C=C/N(C)c2ccccc2)oc2ccc(Cl)cc21	-4	0.99	0	0.4	0	-9	10	9	-7
52	Cc1c(Cl)cccc1NC(=O)CSCc1cc(=O)[nH][nH]1	-5	0.11	-3	1.1	5	-6	8	7[20 µM]	-6
53	Cc1ccc(NC(=O)N2CCN(c3ccccn3)CC2)cc1	1	·	-1	-0.3	0	2	10	-12[20 µM]	-6
54	Cc1ccc(-c2nn(C)c(=O)c3ccccc23)cc1S(=O)(=O)NCCO	-9	0.85	-1	-0.3	1	5	8	-4[20 µM]	3
55	CS(=O)(=O)N1CCN(c2ccc([N+](=O)[O-])c(SCc3ccco3)c2)CC1	3	-0.62	-2	-1.1	3	0	·	-27	0
56	O=C(NC1CCCCC1)C1CCCN(S(=O)(=O)c2cccs2)C1 (stereo unspecified)	-15	0.94	2	-0.2	3	-1	4	1	-2
57	Cn1c(CNc2ccccc2)cc(=O)n(C)c1=O	-12	-1.6	-2	0.3	4	-3	9	-20	0
58	COc1cccc(CC2(CO)CCCN(Cc3cn[nH]c3C3CCCCC3)C2)c1 (stereo unspecified)	·	0.0042	-1	-0.2	-1	-4	0	-12	-5

# Reformatted: 11 of the compounds above
48	COc1ccc(-c2csc3ncn(-c4ccccc4)c(=O)c23)cc1OC
49	Cc1cc(NS(=O)(=O)c2ccc(NC(=O)c3ccco3)cc2)no1
50	CC(C)c1ccc2[nH]c(O)c(N=NC(=O)c3ccc(CSc4nncn4C)cc3)c2c1
51	CC[n+]1c(/C=C/N(C)c2ccccc2)oc2ccc(Cl)cc21
52	Cc1c(Cl)cccc1NC(=O)CSCc1cc(=O)[nH][nH]1
53	Cc1ccc(NC(=O)N2CCN(c3ccccn3)CC2)cc1
54	Cc1ccc(-c2nn(C)c(=O)c3ccccc23)cc1S(=O)(=O)NCCO
assay / entry,48,49,50,51,52,53,54
KLK5 inh,-3,2,-2,-4,-5,1,-9
KCC2 mod,·,·,-0.78,0.99,0.11,·,0.85
Wee1 degr inh,1,-1,4,0,-3,-1,-1
PERK inh,0.4,1.9,1.2,0.4,1.1,-0.3,-0.3
p97 ATPase inh,3,-4,1,0,5,0,1
FXIa inh,-3,4,10,-9,-6,2,5
FXIIa inh,6,3,6,10,8,10,8
Furin inhibitor,-21,-9,-16,9,7[20 µM],-12[20 µM],-4[20 µM]
Thrombin inh,-7,2,-2,-7,-6,-6,3

55	CS(=O)(=O)N1CCN(c2ccc([N+](=O)[O-])c(SCc3ccco3)c2)CC1
56	O=C(NC1CCCCC1)C1CCCN(S(=O)(=O)c2cccs2)C1 (stereo unspecified)
57	Cn1c(CNc2ccccc2)cc(=O)n(C)c1=O
58	COc1cccc(CC2(CO)CCCN(Cc3cn[nH]c3C3CCCCC3)C2)c1 (stereo unspecified)
assay / entry,55,56,57,58
KLK5 inh,3,-15,-12,·
KCC2 mod,-0.62,0.94,-1.6,0.0042
Wee1 degr inh,-2,2,-2,-1
PERK inh,-1.1,-0.2,0.3,-0.2
p97 ATPase inh,3,3,4,-1
FXIa inh,0,-1,-3,-4
FXIIa inh,·,4,9,0
Furin inhibitor,-27,1,-20,-12
Thrombin inh,0,-2,0,-5
